HCMV inh: blocks human cytomegalovirus replication; HFF cells, HCMV-luciferase reporter, 72 h; stronger effect = lower value; activity change, negative = inhibition, % at 57.5 µM; 4.5% of 410,000 active; AID 1259415; in the data active means activity change below about -60%; inconclusive means no clear call, values can overlap the other calls; inactive means above about -39%; further: on the % scale 0 is the no-effect control and ±100 the full control effect
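Steps: HFFs plated, 16 h 37C; compounds added; HCMV-luciferase added to MOI 1 PFU/cell; 72 h 37C; OneGlo reagent, 5 min room temperature; luminescence read, normalized to controls.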
AMA1-RON2 inh: disrupts binding of P. falciparum AMA1 to RON2; 0.2% of 360,000 active; Potency, µM (highest dose often 58.2 µM), inactives show top-dose activity change, negative = inhibition, usual class: inhibitors; AlphaScreen AMA1-biotinylated RON2 peptide binding;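 further: potency means the concentration at half of the fitted maximal effect; 0% = vehicle wells and -100% = peptide control; nearly all actives have a fitted effect of over 45% in size; some results filed as inactive show a strong effect at the top dose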
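AMA1 (3D7) with his tag at 25 nM final met compounds first, then biotinylated RON2 peptide at 25 nM; detection used donor plus acceptor beads, 10 µg/mL apiece, read by AlphaScreen after 30 min at room temperature.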
FBPA Giardia inh: inhibitors of Giardia lamblia fructose-1,6-bisphosphate aldolase; purified Giardia FBPA; 0.71% of 290,000 active; AID 2451; A8B2U2; Potency, µM (titrated, usually from 59.6 µM), for the others: at the highest dose activity, negative = inhibition, usual class: inhibitors; further: potency means the concentration at half of the fitted maximal effect; on the % scale 0 is the no-effect control and ±100 the full control effect; nearly all actives have a fitted effect of over 55% in size
Target sequence (A8B2U2 whole entry, looked up): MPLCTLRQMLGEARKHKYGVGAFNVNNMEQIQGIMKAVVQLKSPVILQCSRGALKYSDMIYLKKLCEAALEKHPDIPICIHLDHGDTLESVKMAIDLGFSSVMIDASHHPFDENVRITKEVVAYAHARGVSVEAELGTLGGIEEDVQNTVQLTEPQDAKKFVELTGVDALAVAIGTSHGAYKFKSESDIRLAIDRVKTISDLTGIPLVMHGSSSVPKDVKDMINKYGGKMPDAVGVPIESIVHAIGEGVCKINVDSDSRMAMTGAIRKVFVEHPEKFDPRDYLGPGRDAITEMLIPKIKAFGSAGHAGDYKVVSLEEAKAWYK
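40 nM FBPA preincubated 10 min at RT with compound (up to 57.5 uM final), then substrate plus GAPDH/TPI/NAD/arsenate coupling and diaphorase/resazurin added. Fluorescence read after 20 min at RT, 525/598 nm.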
Cycloheximide cs: counter-screen hit for Shiga toxin inhibitors, cycloheximide | cell reporter, cycloheximide protein synthesis inhibition counterscreen | 12% of 300,000 active | max response, %; in the data active means max response mostly above about 13%, no sharp cut-off; inactive means mostly below about 14%; further: read at 38.3 µM for the half of the compounds with a filed dose; 0% is about no effect
Shiga inhibitor: inhibitors of Shiga toxin in Vero cells; AID 2315; Vero cells, Shiga toxin protein synthesis inhibition reporter; 9.2% of 290,000 active; inhibition, % at 38.7 µM; in the data active means inhibition mostly above about 28%, no sharp cut-off; inactive means mostly below about 43%; further: 0% is about no effect
AmpC detergent: blocks E. coli AmpC beta-lactamase in detergent assay | P00811 | 0.041% of 370,000 active | AID 485294 | AmpC hydrolysis of nitrocefin, absorbance 480 nm, 0.01% Triton | Potency, µM (doses to about 114 µM), inactives show at the highest dose activity change, negative = inhibition, actives largely listed as inhibitors;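 further: potency means the concentration at half of the fitted maximal effect; 0% = no-compound wells and -100% = no-enzyme wells; nearly all actives have a fitted effect of over 25% in size; some results filed as inactive show a strong effect at the top dose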
Target sequence (P00811 whole entry, looked up): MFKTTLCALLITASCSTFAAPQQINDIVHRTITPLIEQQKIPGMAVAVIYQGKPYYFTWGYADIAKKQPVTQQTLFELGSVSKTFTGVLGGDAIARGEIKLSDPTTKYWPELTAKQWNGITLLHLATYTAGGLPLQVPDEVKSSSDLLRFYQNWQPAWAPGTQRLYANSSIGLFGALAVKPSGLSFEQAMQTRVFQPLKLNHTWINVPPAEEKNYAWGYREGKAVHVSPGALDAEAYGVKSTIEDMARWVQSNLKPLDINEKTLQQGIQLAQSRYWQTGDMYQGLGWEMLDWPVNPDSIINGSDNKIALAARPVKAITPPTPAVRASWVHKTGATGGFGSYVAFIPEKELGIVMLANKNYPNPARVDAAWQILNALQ
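20 mM phosphate pH 7.0 + 0.01% (detergent screen) or 0.0001% Triton X-100; 5.3 nM AmpC reagent; cpd preinc 15 min RT; nitrocefin (800 uM stock) to start; A480 q20 s × 4 min; Activity was normalised to no-enzyme and no-compound control wells.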
AmpC inh no detg: inhibitors of E. coli AmpC beta-lactamase without detergent; Potency, µM (top dose mostly 57.1 µM), for the others: at the highest dose activity change, negative = inhibition, usual class: inhibitors; AmpC nitrocefin hydrolysis, absorbance 480 nm, 0.0001% Triton; AID 485341; 0.52% of 330,000 active; P00811;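 further: potency means the concentration at half of the fitted maximal effect; plate controls were no compound for no effect and no enzyme for full effect; nearly all actives have a fitted effect of over 20% in size; some results filed as inactive show a strong effect at the top dose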
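AmpC (5.3 nM in the dispensed reagent) in 20 mM phosphate pH 7.0 with 0.01% (detergent screen) or 0.0001% Triton X-100 was preincubated with compounds for 15 min at room temperature. Nitrocefin was then added from an 800 uM solution, and hydrolysis was followed at 480 nm.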
The depositor's hits bear a star; & = joins results of further samples; [ ] = dose if it differs, or a comment. Unless noted, the call rests on the fitted dose curve; in most records, active means well fitted curve in the direction sought with a large enough effect; inconclusive means small, poorly fitted or top-dose-only effect, or another doubt; inactive means no such curve, though single readings can be large; an effect the other way counts as inactive or inconclusive.

Screening COc1ccc(OCC(O)Cn2c(N3CCCCC3)nc3c2c(=O)n(C)c(=O)n3C)cc1 (stereo not given) returned HCMV inh -9, AMA1-RON2 inh -5%, FBPA Giardia inh 6%, Cycloheximide cs 1, Shiga inhibitor -5, AmpC detergent 4% and AmpC inh no detg 138%[activator].
`NS(=O)(=O)c1ccc(CCNC(=O)CSCC(=O)Nc2ccc(Cl)cc2)cc1` gave HCMV inh 55, AMA1-RON2 inh 0%, AmpC detergent -17% and AmpC inh no detg -19%.
Screening N#C/C(=C\C=C\c1ccccc1[N+](=O)[O-])C(=O)NCc1ccccc1 returned HCMV inh -98*, AMA1-RON2 inh -16%, Cycloheximide cs 31*, Shiga inhibitor 26, AmpC detergent 5% and AmpC inh no detg -43%.
Screening Cn1c(SCc2nnc3n2CCCCC3)nc2ccccc21 returned HCMV inh -7, AMA1-RON2 inh -2%, FBPA Giardia inh -13%, Cycloheximide cs -1, Shiga inhibitor -1, AmpC detergent -11% and AmpC inh no detg -20%.
For COc1cccc(NC(=O)C/C(C)=N/NC(=O)C2CCCCC2)c1 the results were HCMV inh 19, AMA1-RON2 inh 29%, FBPA Giardia inh -1%, Cycloheximide cs 1, Shiga inhibitor 6, AmpC detergent -11% and AmpC inh no detg -5%.
Screening CC1CCCCN1C(=O)/C(=C\c1ccccc1)c1ccccc1 (stereo not given) returned HCMV inh -17, AMA1-RON2 inh 1%, FBPA Giardia inh 6%, Cycloheximide cs 1, Shiga inhibitor -9, AmpC detergent -4% and AmpC inh no detg 11%.
`O=c1nc(-c2ccccc2)nc(-c2ccccc2)[nH]1` gave HCMV inh inconclusive, AMA1-RON2 inh -19%, FBPA Giardia inh 16%, Cycloheximide cs 12, Shiga inhibitor -15, AmpC detergent 2% and AmpC inh no detg -20%.
For CC(C)Cn1c(N)c(C(=O)COC(=O)Cc2cccs2)c(=O)n(C)c1=O the results were HCMV inh -8, AMA1-RON2 inh 4%, Cycloheximide cs -3, Shiga inhibitor -6, AmpC detergent 0% and AmpC inh no detg -4%.
`CC(C)CC(NC(=O)OC(C)(C)C)C(=O)NC(C(=O)NC(C)C(N)=O)C(C)C` (stereo not given) gave AMA1-RON2 inh -2%, FBPA Giardia inh 6%, Cycloheximide cs -2, Shiga inhibitor -1, AmpC detergent -4% and AmpC inh no detg 0%.
COCCCNC(=O)CN1CCN(Cc2ccc(Cl)cc2)C1=O was read as HCMV inh 14, AMA1-RON2 inh -3%, FBPA Giardia inh 4%, Cycloheximide cs -5, Shiga inhibitor -10, AmpC detergent inconclusive and AmpC inh no detg -11%.
For C[C@H](CO)N1C[C@H](C)[C@H](CN(C)Cc2ccc(Oc3ccccc3)cc2)Oc2ccc(NC(=O)Nc3cccc4ccccc34)cc2CC1=O the results were HCMV inh 16, AMA1-RON2 inh -13% and AmpC inh no detg 42%.
Screening CC(C)(C)C(=O)Nc1cccc2[nH]ncc12 returned HCMV inh -33, AMA1-RON2 inh -10%, FBPA Giardia inh -3%, Cycloheximide cs -2, Shiga inhibitor 13, AmpC detergent 0% and AmpC inh no detg -6%.
`CCCCC1CCC(c2nc(-c3cccnc3)no2)CC1` (stereo not given) gave HCMV inh -10, AMA1-RON2 inh 6%, FBPA Giardia inh 0%, Cycloheximide cs 15, Shiga inhibitor -16, AmpC detergent -1% and AmpC inh no detg -4%.
`COc1ccc(Nc2cc(C)nc3c(C)cccc23)cc1OC` gave HCMV inh -39, AMA1-RON2 inh 10%, FBPA Giardia inh -8%, Cycloheximide cs -3, Shiga inhibitor 2, AmpC detergent inconclusive and AmpC inh no detg -19%.
Screening CCOc1ccccc1CN1CCN(C2CCC2)CC1CCO (stereo not given) returned HCMV inh -93*, AMA1-RON2 inh 2%, FBPA Giardia inh 1%, Cycloheximide cs -1, Shiga inhibitor -5, AmpC detergent inconclusive and AmpC inh no detg -12%.
For C=C1CSc2nc(=O)c3c4c(sc3n21)CCC4 the results were HCMV inh -7, AMA1-RON2 inh -5%, FBPA Giardia inh -7%, Cycloheximide cs -2, Shiga inhibitor -14, AmpC detergent inconclusive and AmpC inh no detg -7%.
`O=C(CCSCc1cccc(F)c1)NCCc1ccccc1` gave HCMV inh 34&-3, AMA1-RON2 inh 4%, FBPA Giardia inh 15%, Cycloheximide cs 12, Shiga inhibitor 43, AmpC detergent 4%&-5% and AmpC inh no detg 1%.
`Cc1ccc(Nc2nc(C(=O)NCc3ccco3)cs2)cc1` gave HCMV inh 26, AMA1-RON2 inh 1%, FBPA Giardia inh -4%, Cycloheximide cs 20, Shiga inhibitor 40, AmpC detergent -9% and AmpC inh no detg -27%.
For COc1ccc(Cl)cc1S(=O)(=O)N1CCN(Cc2ccc3c(c2)OCO3)CC1 the results were HCMV inh -11, AMA1-RON2 inh -21%, FBPA Giardia inh -7%, Cycloheximide cs -1, Shiga inhibitor -11, AmpC detergent 1% and AmpC inh no detg 80%[activator].
`COc1ccc(C(=O)NCC(=O)NCCc2c[nH]c3ccccc23)cc1OC` gave HCMV inh -1, AMA1-RON2 inh 1%, FBPA Giardia inh 1%, Cycloheximide cs 1, Shiga inhibitor 13, AmpC detergent -3% and AmpC inh no detg -21%.
Screening COc1ccc2nc(NC(=O)c3cccnc3SC)sc2c1 returned HCMV inh 118, AMA1-RON2 inh -15%, FBPA Giardia inh -2%, Cycloheximide cs 61*, Shiga inhibitor 35*, AmpC detergent inconclusive and AmpC inh no detg -13%.
Screening COc1ccc(/C=N/NC(=O)CCc2nc3ccccc3[nH]2)cc1 returned HCMV inh -13, AMA1-RON2 inh 7%, FBPA Giardia inh 4%, Cycloheximide cs -2, Shiga inhibitor 21, AmpC detergent -5% and AmpC inh no detg -33%.
CCN(CC)Cc1c(O)ccc2c(C)c(CC(=O)OC)c(=O)oc12 was read as HCMV inh 8, AMA1-RON2 inh -6%, FBPA Giardia inh -5%, Cycloheximide cs 0, Shiga inhibitor -21, AmpC detergent inconclusive and AmpC inh no detg -13%.
O=S(=O)(NC1CCCC1)c1ccccc1Cl was read as HCMV inh 0, AMA1-RON2 inh 25%, FBPA Giardia inh -3%, Cycloheximide cs 7, Shiga inhibitor 16, AmpC detergent 5% and AmpC inh no detg 1%.

Three compounds already listed, sorted by SMILES length, low to high:
O=S(=O)(NC1CCCC1)c1ccccc1Cl was read as HCMV inh 0, AMA1-RON2 inh 25%, FBPA Giardia inh -3%, Cycloheximide cs 7, Shiga inhibitor 16, AmpC detergent 5% and AmpC inh no detg 1%.
`Cc1ccc(Nc2nc(C(=O)NCc3ccco3)cs2)cc1` gave HCMV inh 26, AMA1-RON2 inh 1%, FBPA Giardia inh -4%, Cycloheximide cs 20, Shiga inhibitor 40, AmpC detergent -9% and AmpC inh no detg -27%.
For COc1ccc(Cl)cc1S(=O)(=O)N1CCN(Cc2ccc3c(c2)OCO3)CC1 the results were HCMV inh -11, AMA1-RON2 inh -21%, FBPA Giardia inh -7%, Cycloheximide cs -1, Shiga inhibitor -11, AmpC detergent 1% and AmpC inh no detg 80%[activator].

Further results
Cc1c(N(C)S(=O)(=O)c2cc(C(=O)NCC3CCCO3)ccc2Cl)c(=O)n(-c2ccccc2)n1C (stereo not given) was read as HCMV inh -28, AMA1-RON2 inh -6%, AmpC detergent -1% and AmpC inh no detg -8%.
`CCOc1ccc(-c2nc(C#N)c(N3CCOCC3)o2)cc1` gave HCMV inh -5, AMA1-RON2 inh -14%, FBPA Giardia inh -9%, Cycloheximide cs 1, Shiga inhibitor 13, AmpC detergent -10% and AmpC inh no detg 23%.
Screening CCN(CC)CCNC(=O)c1ccccn1 returned HCMV inh 21, AMA1-RON2 inh 15%, FBPA Giardia inh -6%, Cycloheximide cs -1, Shiga inhibitor -11, AmpC detergent -10% and AmpC inh no detg 2%.
COCC(=O)Nc1cc(C(=O)Nc2cccc(C)c2C)ccc1Cl was read as HCMV inh inconclusive, AMA1-RON2 inh 1%, FBPA Giardia inh -3%, Cycloheximide cs 14*, Shiga inhibitor 18, AmpC detergent 0% and AmpC inh no detg -12%.
CC1(C)Cc2ccccc2C(NNC(=O)c2ccncc2)=N1 was read as HCMV inh 0, AMA1-RON2 inh 30%, Cycloheximide cs -2, Shiga inhibitor -21, AmpC detergent -6% and AmpC inh no detg -5%.
For COc1ccc(C(=O)Nc2cc(OC)c(NC(=O)c3ccco3)cc2OC)cc1 the results were HCMV inh -12, AMA1-RON2 inh 5%, FBPA Giardia inh inconclusive, Cycloheximide cs 13, Shiga inhibitor 2, AmpC detergent -6% and AmpC inh no detg 118%[activator].
Screening Cc1ccc(NC(=O)Cc2nc(COC(=O)c3c(F)cccc3Cl)cs2)cc1 returned HCMV inh -17, AMA1-RON2 inh 23% and AmpC inh no detg -10%.
CCCCn1c(NCc2ccccc2NS(=O)(=O)c2ccc(C)cc2)nc2ccccc21 was read as HCMV inh -23, AMA1-RON2 inh -2%, FBPA Giardia inh -2%, Cycloheximide cs -2, Shiga inhibitor 11, AmpC detergent 3% and AmpC inh no detg -34%.
For COc1cc(NS(=O)(=O)c2ccc(NC(=O)CCC(=O)O)cc2)nc(OC)n1 the results were HCMV inh 32, AMA1-RON2 inh 12%, FBPA Giardia inh -13%, Cycloheximide cs -1, Shiga inhibitor -1, AmpC detergent -4% and AmpC inh no detg -21%.
Screening O=C(CCN1C(=O)c2ccccc2S1(=O)=O)Nc1ccc(F)c([N+](=O)[O-])c1 returned HCMV inh -18, AMA1-RON2 inh 2%, AmpC detergent inconclusive and AmpC inh no detg -8%.
CCCCCCn1c(O)c(C=NC2CCCCC2N)c(=O)[nH]c1=O (stereo not given) was read as AMA1-RON2 inh 76%[activator], FBPA Giardia inh -1%, Cycloheximide cs 0, Shiga inhibitor -6, AmpC detergent -3% and AmpC inh no detg -2%.
For CCNC(=S)N(Cc1ccc2c(c1)OCO2)C1CC(=O)N(c2ccc(F)cc2)C1=O (stereo not given) the results were HCMV inh 16, AMA1-RON2 inh -13%, FBPA Giardia inh -2%, Cycloheximide cs 0, Shiga inhibitor 0, AmpC detergent -13% and AmpC inh no detg -16%.
CC(=O)c1ccc(NC(=O)CCNS(=O)(=O)c2cccc3nonc23)cc1 was read as HCMV inh 3, AMA1-RON2 inh -5%, FBPA Giardia inh -1%, Cycloheximide cs 1, Shiga inhibitor -12, AmpC detergent 2% and AmpC inh no detg -42%.
Screening Cc1ccnn1-c1ccc(C(=O)OCC(=O)Nc2ccc(F)cc2)cc1 returned HCMV inh -4, AMA1-RON2 inh -2%, AmpC detergent -13% and AmpC inh no detg -10%.
For COc1ccc(CN2CCCC(N3CCN(c4ccc(OC)cc4)CC3)C2)cc1 (stereo not given) the results were HCMV inh -6, AMA1-RON2 inh 7%, FBPA Giardia inh -6%, Cycloheximide cs -2, Shiga inhibitor 1, AmpC detergent inconclusive and AmpC inh no detg -1%.

Screens (PubChem BioAssay)
